APEX1 inh: blocks human APE1 abasic DNA cleavage; P27695; recombinant APE1, TAMRA/BHQ-2 abasic DNA cleavage fluorescence; actives 0.35% (n = 350,000); Potency, µM (series often up to 65.8 µM), for the others: top-dose activity change, negative = inhibition, hits mostly inhibitors;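 further: plate controls were vehicle for no effect and reference inhibitor for full effect; nearly all actives have a fitted effect of over 55% in size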
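APE1 at 0.75 nM preincubated 15 min at room temperature with compound. Reaction then started with 50 nM double-stranded THF-abasic substrate labelled with TAMRA/BHQ-2, and 525/598 nm fluorescence read kinetically. Activity taken as third-minus-first read difference, normalized to DMSO and NSC13755 controls.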
Pol kappa inh: DNA polymerase kappa (human) inhibition | AID 588579 | Potency, µM (series often up to 107 µM), for inactives: at the highest dose activity, negative = inhibition, actives largely listed as inhibitors | Q9UBT6 | actives 0.53% (n = 400,000) | purified Pol kappa, fluorescent DNA synthesis assay, 10 min; further: on the % scale 0 is the no-effect control and ±100 the full control effect
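10 nM Pol kappa preincubated 15 min at room temperature with compounds, then reaction started with substrate at 50 nM final. Fluorescence read kinetically at 0 and 10 min; buffer-only wells served as negative control.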
Anesthetic bind: candidate novel general anesthetic via apoferritin binding. P02791. apoferritin/1-aminoanthracene competitive binding, fluorescence. Potency, µM (series often up to 77.5 µM), for inactives: top-dose activity change, negative = displacement, hits mostly inhibitors. actives 0.074% (n = 350,000). AID 485281; further: on the % scale 0 is the no-effect control and ±100 the full control effect; nearly all actives have a fitted effect of over 20% in size
Target sequence (P02791 2-175 limits assumed): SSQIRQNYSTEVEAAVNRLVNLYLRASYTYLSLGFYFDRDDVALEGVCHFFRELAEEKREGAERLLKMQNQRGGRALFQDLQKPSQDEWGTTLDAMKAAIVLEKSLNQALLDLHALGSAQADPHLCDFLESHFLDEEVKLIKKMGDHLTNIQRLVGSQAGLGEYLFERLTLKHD
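Read-out: endpoint 1-AMA fluorescence, excitation 380 nm and emission 535 nm, after compounds sit 10 min at room temperature with 10 uM horse-spleen apoferritin in 50% saturated 1-AMA/PBS. Values come from four-parameter Hill fits.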
Pol iota inh: DNA polymerase iota (human) inhibition; AID 588590; Q9UNA4; Pol iota fluorescent replication assay, 10 min; actives 1% (n = 390,000); Potency, µM (titrated, usually from 115 µM), inactives show at the top dose activity, negative = inhibition, usual class: inhibitors
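Pol iota at 10 nM preincubated 15 min with compounds at room temperature; reaction started with fluorescent substrate, 50 nM final. Fluorescence read kinetically at 0 and 10 min; buffer-only wells as negative control.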
G9a block: inhibitors of human histone lysine methyltransferase G9a. G9a H3K9 monomethylation, AlphaScreen, 2 h. Q96KQ7. actives 8.8% (n = 350,000). Potency, µM (titrated, usually from 102 µM), for the others: at the highest dose activity, negative = inhibition, actives largely listed as inhibitors; further: on the % scale 0 is the no-effect control and ±100 the full control effect; nearly all actives have a fitted effect of over 75% in size
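Enzyme 20 nM + cpd, 15 min RT; add b-H3K9 pep 500 nM / SAM 20 uM; 2 h RT; anti-H3K9me1 Ab 0.5 ug/mL + SA donor / anti-rabbit acceptor beads 20 ug/mL each, 10 min; AlphaScreen read.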
BLM helicase inh: inhibitors of human Bloom syndrome helicase BLM; recombinant BLM DNA unwinding, fluorescence dequenching; Potency, µM (doses to about 56.1 µM), for inactives: at the top dose activity change, negative = inhibition, usual class: inhibitors; actives 0.2% (n = 350,000); AID 2528;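 further: plate controls were vehicle for no effect and no enzyme for full effect; nearly all actives have a fitted effect of over 35% in size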
Pol beta inh: inhibitors of human DNA polymerase beta; P06746; Pol beta primer extension/strand displacement, fluorescence kinetic; actives 1.3% (n = 340,000); Potency, µM (series often up to 114 µM), for inactives: at the top dose activity change, negative = inhibition, actives largely listed as inhibitors; further: on the % scale 0 is the no-effect control and ±100 the full control effect
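Values derive from four-parameter Hill fits of normalized kinetic data: reads at 0 and 10 min following addition of 50 nM substrate to 10 nM Pol beta preincubated 15 min with compound.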
BAZ2B block: inhibitors of human BAZ2B bromodomain; AID 504333; Potency, µM (doses to about 114 µM), for the others: top-dose activity change, negative = inhibition, actives largely listed as inhibitors; Q9UIF8; actives 4.4% (n = 360,000); AlphaScreen BAZ2B-H3K14Ac peptide displacement; further: on the % scale 0 is the no-effect control and ±100 the full control effect; nearly all actives have a fitted effect of over 60% in size
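AlphaScreen displacement: compounds (up to 110uM) incubated 30 min at room temperature with a preformed 50 nM BAZ2B/50 nM biotinylated H3K14Ac peptide complex in PBS pH 7.4 with Tween-20. Donor and acceptor beads at 10 ug/mL final added, 20 min light-protected before reading.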
Pol eta inh: inhibitors of human DNA polymerase eta; recombinant Pol eta, fluorescent DNA replication assay; Potency, µM (highest dose often 114 µM), for inactives: at the top dose activity change, negative = inhibition, most hits filed as inhibitors; actives 1.2% (n = 390,000); AID 588591; further: on the % scale 0 is the no-effect control and ±100 the full control effect
Target sequence (Q9Y253 whole entry, looked up): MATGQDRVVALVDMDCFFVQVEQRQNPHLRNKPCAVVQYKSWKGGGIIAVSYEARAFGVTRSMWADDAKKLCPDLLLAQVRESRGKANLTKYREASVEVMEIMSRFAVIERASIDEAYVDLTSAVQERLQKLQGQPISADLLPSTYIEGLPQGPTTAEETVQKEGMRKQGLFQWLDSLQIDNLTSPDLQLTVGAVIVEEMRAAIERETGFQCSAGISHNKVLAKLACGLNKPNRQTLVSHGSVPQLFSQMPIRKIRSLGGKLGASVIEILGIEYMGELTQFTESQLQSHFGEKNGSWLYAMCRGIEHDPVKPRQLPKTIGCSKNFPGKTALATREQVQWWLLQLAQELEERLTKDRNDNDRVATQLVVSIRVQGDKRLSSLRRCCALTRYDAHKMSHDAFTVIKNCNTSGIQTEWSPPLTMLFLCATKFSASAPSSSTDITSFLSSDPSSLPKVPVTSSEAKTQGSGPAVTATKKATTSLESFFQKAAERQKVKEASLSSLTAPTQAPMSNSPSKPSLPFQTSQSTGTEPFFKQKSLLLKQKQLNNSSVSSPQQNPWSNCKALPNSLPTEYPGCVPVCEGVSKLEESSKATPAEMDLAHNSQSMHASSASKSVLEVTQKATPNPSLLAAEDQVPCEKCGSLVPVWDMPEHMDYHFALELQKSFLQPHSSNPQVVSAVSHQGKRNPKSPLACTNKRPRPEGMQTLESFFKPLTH
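Pol eta at 10 nM preincubated with compounds 15 min at room temperature; reaction started with fluorescent substrate (50 nM final) and read kinetically at 0 and 10 min.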
An asterisk follows results filed as active; ? = inconclusive; . = no result given; & = joins results of further samples; [ ] = remark or other dose. The call rests on the fitted dose curve; in most records, active means well fitted curve in the direction sought with a large enough effect; inconclusive means small, poorly fitted or top-dose-only effect, or another doubt; inactive means no such curve, though single readings can be large; an effect the other way counts as inactive or inconclusive. Potency means the concentration at half of the fitted maximal effect. The list is partial (hit frequency here may not be typical).

No.	Compound	APEX1 inh	Pol kappa inh	Anesthetic bind	Pol iota inh	G9a block	BLM helicase inh	Pol beta inh	BAZ2B block	Pol eta inh
1	CCCCCCCCC(NC(=O)c1ccc(C#N)cc1)C(=O)NCCC (centres undefined)	-15.0%	-7.7%	.	-6.0%	7.2%[0.501 µM]	.	.	-5.3%	2.2%
2	CCNC(=S)N/N=C(\C)c1cccc([N+](=O)[O-])c1	16.1%	-3.2%	-14.0%	5.3%	5.9%[59 µM]	1.1%	28.1%	?	-3.5%
3	COc1ccc(/C=N/NC(=O)C(=O)N2CCCC2)cc1OC	7.3%	-17.0%	-7.3%	23.6%	?	-5.1%	18.3%	9.5%	-20.8%
4	COc1ccc(NC(=O)Nc2cccc3c2O[C@H](CN(C)S(=O)(=O)c2ccc(F)cc2)[C@@H](C)CN([C@H](C)CO)C3=O)cc1	3.4%	7.2%	.	49.0%[activator]	.	.	.	.	-25.2%
5	CC(=O)c1c(C)[nH]c(C(=O)OCC(=O)Nc2cccc(S(=O)(=O)N3CCCC3)c2)c1C	-4.1%	0.0%	-16.6%	25.2%	-1.2%	0.0%	?	56.2µM*	-16.2%
6	CCOC(=O)c1c(NC(=O)CSc2nnnn2C)sc(CC)c1C	-2.3%	-15.0%	-23.1%	-8.5%	?	-6.6%	-3.5%	-6.6%	-11.1%
7	CCOC(=O)c1c(-c2ccccc2)csc1NC(=O)C1CCCO1 (centres undefined)	-3.6%	-4.3%	-6.5%	?	?	-4.7%	?	1.4%	-11.6%
8	COC(=O)/C(C#N)=C/c1c(Oc2cccc(C)c2)nc2ccccn2c1=O	6.9%	-2.2%	1.3%	80.3%[activator]	8.2%	0.6%	12.6%	-16.8%	-18.0%
9	COCCCN1C(=O)c2ccc(C(=O)OCC(=O)NCc3ccccc3OC)cc2C1=O	0.3%	-2.5%	-5.6%	143.7%[activator]	.	0.3%	7.5%	-13.5%	-9.6%
10	C[C@]12CCC(=O)C=C1CC[C@@H]1[C@@H]2[C@@H](O)C[C@@]2(C)[C@H]1CC[C@]2(O)C(=O)CO	-1.4%&2.1%&-6.7%	-4.6%[60.1 µM]	-4.7%&0.3%	5.1%&-12.1%	1.6%[59 µM]	-4.8%&2.8%	2.2%	2.2%	-5.2%&-3.3%
11	CCOCCCNC(=O)c1ccc2c(c1)N=C(CC)c1cc(Br)ccc1S2	-4.9%	-1.3%	-13.8%	-3.9%	-10.9%[59 µM]	-12.8%	-8.8%	?	-12.6%
12	COc1cc(CCC(=O)OCC(=O)Nc2ccc(F)cc2F)cc(OC)c1OC	73.2%[activator]	-13.7%	1.0%	39.8%[activator]	5.6%	0.5%	34.7%	31.4%[activator]	-7.9%
13	CC(=O)Nc1ccc(S(=O)(=O)N2CCCC3CCCCC32)cc1 (centres undefined)	1.2%	2.3%	.	-0.3%	?	.	.	9.6%	-8.1%
14	CCC(C)(C)NC(=O)CN(Cc1ccc2c(c1)OCO2)C(=O)CCC(=O)Nc1ccccn1	1.4%	-3.2%	6.8%	8.2%	23.3%[59 µM]	-10.6%	52.2%	35.5%[activator]	6.4%
15	CSc1ncccc1C(=O)NCC(c1ccco1)N1CCCCC1 (centres undefined)	5.3%	-10.9%	.	17.0%	.	.	.	.	-24.0%
16	COCC(CN1CCN(C2=NS(=O)(=O)c3ccccc32)CC1)OC(=O)c1ccc(OC)cc1 (centres undefined)	-0.8%	-5.4%	-4.1%	42.0%[activator]	20.6%	-2.6%	48.6%	5.0%	-23.5%
17	O=C(CC1(O)C(=O)Nc2ccccc21)c1ccc(-n2cnnn2)cc1 (centres undefined)	-2.8%	3.9%	-5.8%	5.1%	9.2%	1.6%	3.9%	3.1%	-6.1%
18	NC(=S)Nc1cccc2[nH]ccc12	4.1%	-0.6%	-6.4%	6.5%	-30.1%	-3.4%	5.8%	-20.6%	-18.2%
19	O=C1c2ccccc2C(Nc2ccc3c(c2)OCO3)N1Cc1ccc2c(c1)OCO2 (centres undefined)	3.6%	-1.3%	-16.7%	20.7%	39.8µM*	-23.1%	1.5%	20µM*	-16.0%
20	COc1ccccc1NS(=O)(=O)c1ccc(C(=O)Nc2ncccc2O)cc1	2.9%	-1.9%	.	-1.1%	12.6%[59 µM]	.	.	-10.9%	-4.3%
21	C/C(=N\NC(=O)CCc1ccc(S(=O)(=O)N2CCOCC2)cc1)c1ccccc1Cl	2.3%	5.4%	-19.2%	60.3%[activator]	-11.5%	-2.5%	31.7%	-9.1%	-9.0%
22	CC(=O)c1ccc(N2CCN(C(=O)/C=C/c3ccc4ccccc4n3)CC2)cc1	0.3%	-14.3%	-15.2%	20.6%	-2.2%[12.7 µM]	-8.2%	-0.7%	-24.8%	0.3%
23	CCCn1c(C(O)c2cccc(OC)c2)nc2ccccc21 (centres undefined)	-1.9%	0.2%	-17.7%	12.5%	.	-1.5%	35.1%	2.4%	-8.3%
24	CCOc1cccc(C(=O)Nc2ccc(NC(=O)c3ccc(Br)cc3)cc2)c1	.	8.7%	-3.0%	-3.6%	-26.6%[59 µM]	0.8%	-0.5%	6.8%	1.3%
25	CN(C)c1ccc(/C=C(\NC(=O)c2ccccc2)C(=O)NCCN2CCOCC2)cc1	48.6%[activator]	4.4%	-2.0%	-9.5%	70.8µM*	1.3%	1.5%	-4.6%	-18.2%
26	O=C1O[C@H](CO)[C@@H](O)[C@H](O)[C@H]1O	15.7%	0.0%	.	-1.3%	.	.	.	.	-0.5%
27	COc1ccc2ccc(=O)oc2c1CC(O)C(C)(C)O (centres undefined)	-10.1%	-7.6%	-9.7%	-0.6%	17.2%[12.7 µM]	-1.2%	0.8%	7.1%	-11.1%
28	CCn1c(SCC(=O)NCC2CCCO2)nnc1-c1ccc(Cl)cc1 (centres undefined)	0.3%	-8.1%	-2.6%	12.7%	-19.6%	-3.2%	36.3%	-18.9%	2.0%
29	Cc1ccc(S(=O)(=O)N2CCN(C(=O)C3Cc4ccccc4CN3C(=O)c3ccco3)CC2)cc1 (centres undefined)	-3.8%	-17.4%	-10.1%	?	7.4%[0.0925 µM]	-8.2%	3.8%	?	?
30	N#Cc1ccc(S(=O)(=O)NCC(=O)OCC(=O)N2CCCC2=O)cc1	7.3%	-6.5%	.	29.5%	12.9%[2.33 µM]	.	.	-6.4%	-0.4%
31	CC(Cc1ccccc1)C(=O)NCCO (centres undefined)	11.6%&-2.6%	-5.0%	1.6%&-5.3%	-2.3%	13.2%	6.3%&1.9%	21.5%	5.3%	1.4%
32	O=C(NCCC1=CCCCC1)c1ccc(F)c(S(=O)(=O)N2CCOCC2)c1	-2.3%	-11.9%	-10.5%	-13.3%	-7.3%	-4.3%	4.7%	3.6%	-10.6%
33	CCN(CC)c1ncnc2sc(C(=O)N3CCN(c4ccccc4)CC3)c(C)c12	1.1%	-9.5%	-4.1%	3.5%	2.5%[59 µM]	-0.2%	6.4%	-29.6%	-8.8%
34	Cc1cc(F)ccc1NC(=O)c1cc(S(=O)(=O)N2CCOCC2)cn1C	35.6%	-18.7%	-8.7%	77.5%[activator]	-9.4%	0.3%	28.0%	6.3%	-6.6%
35	CC(=O)c1ccc(OCC(=O)NCc2ccc(F)cc2)cc1	9.2%	-10.4%	-2.4%	-7.1%	8.6%	-5.1%	-0.9%	?	-14.5%
36	COc1cc(/C=C/c2ccc3c(Br)cc(Br)c(O)c3n2)ccc1O	18.7%	-2.5%	-7.3%	-28.2%	82.5%[activator]	-4.5%	25.1%	2.7%	-8.0%
37	Cn1cc(Br)c(-c2cccc(NC(=O)CCC(=O)O)c2)n1	-4.3%	-13.6%	-8.9%	28.7%	-4.7%	-2.9%	31.9%	4.8%	-3.9%
38	CC12CCC(C(=O)N(CC(O)CN3CCCCC3)C1=O)C2(C)C (centres undefined)	2.6%	7.4%	-2.1%	11.5%	-50.1%[12.7 µM]	7.4%	-29.7%	2.8%	-11.0%
39	CC1CCCCC1NS(=O)(=O)CCNC(=O)c1ccccc1 (centres undefined)	-6.1%	-1.2%	.	31.3%[activator]	-1.1%	.	.	7.9%	-1.7%
40	O=C(CCCn1c(=S)[nH]c2cc3c(cc2c1=O)OCO3)N1CCN(c2ccc(F)cc2)CC1	-0.4%	-11.7%	-8.0%	-4.6%	-5.0%[59 µM]	-4.3%	27.1%	-2.0%	-19.7%
41	CCn1nc(C)cc1C(=O)Sc1cccc(Cl)c1	1.2%	-11.3%	6.6%	12.2%	.	-1.5%	1.8%	78.7%[activator]	4.8%
42	CC(C)(C)NC(=O)CC(c1ccccc1)c1ccccc1O (centres undefined)	-0.9%	-7.1%	-11.8%	2.8%	25.3%	-3.7%	3.0%	-1.9%	4.9%
43	COC(=O)[C@@H]1C[C@H]2CC[C@H](O)C[C@H]2N1Cc1ccc(Cl)cc1	-2.2%&13.7%	-8.1%	-0.8%&2.3%	36.0%[activator]	16.9%[12.7 µM]	-4.8%&-1.6%	-2.4%	-6.4%	-15.1%
44	NC(=O)c1sc(-c2ccsc2)cc1NS(=O)(=O)c1ccc(C(F)(F)F)cc1	11.3%	-1.7%	-6.4%	50.9%[activator]	.	1.8%	24.1%	?	-12.0%
45	CCN(CC)c1ccc(/C=N/N2CCN(Cc3ccc(C)cc3C)CC2)c(O)c1	7.5%	2.2%	-5.1%	19.0%	?	3.7%	3.9%	10µM*	-20.2%

Arranged by molar mass (ascending): some entries from above.
No.	Compound	APEX1 inh	Pol kappa inh	Anesthetic bind	Pol iota inh	G9a block	BLM helicase inh	Pol beta inh	BAZ2B block	Pol eta inh
43	COC(=O)[C@@H]1C[C@H]2CC[C@H](O)C[C@H]2N1Cc1ccc(Cl)cc1	-2.2%&13.7%	-8.1%	-0.8%&2.3%	36.0%[activator]	16.9%[12.7 µM]	-4.8%&-1.6%	-2.4%	-6.4%	-15.1%
44	NC(=O)c1sc(-c2ccsc2)cc1NS(=O)(=O)c1ccc(C(F)(F)F)cc1	11.3%	-1.7%	-6.4%	50.9%[activator]	.	1.8%	24.1%	?	-12.0%
40	O=C(CCCn1c(=S)[nH]c2cc3c(cc2c1=O)OCO3)N1CCN(c2ccc(F)cc2)CC1	-0.4%	-11.7%	-8.0%	-4.6%	-5.0%[59 µM]	-4.3%	27.1%	-2.0%	-19.7%
